E-sel inducer = induces E-selectin expression in human endothelial cells. P16581. HUVEC E-selectin immunofluorescence imaging; normalized: neutral wells 0, TNF-alpha wells 100. activation, % at 7.58 µM. actives 0.37% (n = 260,000);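 active = mean E-selectin-positive cell signal at least 10% of the positive control, reached in at least 60% of replicates, without over 20% cell loss; inconclusive = no rule given, readout overlaps actives, possibly toxicity-flagged; inactive = the rest, including those meeting only one limit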;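 note: in these data hits start at about 27%; measured in HUVEC primary endothelial cells; signal is the percent of cells scored E-selectin positive by PE staining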
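Assay system: HUVEC primary endothelial cells. Input: 3,000 HUVEC seeded per well. Doses: one compound dose added by pin transfer. Read-out basis: % PE-positive cells. Benchmarks: TNF-alpha high, DMSO low. Detection: immunofluorescence imaging. Buffer or medium: EGM-2, gelatin.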
CASP6 VEID inh = blocks human caspase-6 cleavage activity | actives 0.53% (n = 350,000) | purified caspase-6, Z-VEID-R110 cleavage fluorescence | inhibition, % at 12.5 µM | P55212;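 active = mean inhibition across replicates at least about 35%, with every replicate also reaching that limit, limit read from the data; inconclusive = only one of the two criteria met; inactive = neither criterion met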;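 note: 0% = median of neutral control wells and 100% = no fluorescence left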
Target sequence (P55212 24-179 limits assumed): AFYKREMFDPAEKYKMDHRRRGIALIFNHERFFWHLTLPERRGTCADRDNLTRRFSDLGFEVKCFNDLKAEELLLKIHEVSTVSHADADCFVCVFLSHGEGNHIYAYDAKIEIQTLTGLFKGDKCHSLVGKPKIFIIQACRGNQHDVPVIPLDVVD
Target sequence (P55212 194-293 limits assumed): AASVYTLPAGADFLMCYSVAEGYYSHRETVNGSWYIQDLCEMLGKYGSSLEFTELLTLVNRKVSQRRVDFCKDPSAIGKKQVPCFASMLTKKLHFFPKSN
INS-1E GSIS act = primary screen for activators of insulin secretion dependent on glucose, INS-1E cells, GLuc reporter luminescence; INS-1E GLuc reporter insulin secretion, 2-3 h; activation, % at 16.6 µM; actives 0.61% (n = 370,000);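 active = lowest replicate activation of at least 40%, so every replicate reaches that level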;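 note: 0% = median of neutral control wells and 100% = median of IBMX positive control wells; some compounds called inactive have numbers as strong as hits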
Xi reactivation = activators of X-chromosome reactivation in mouse fibroblasts. XiGFP mouse fibroblasts, % GFP-positive cells imaging, 3 d; cells co-treated with 5-aza-dC sensitizer; scaled so ellipticine positive control = 100%. activation, % at 7.58 µM. actives 0.055% (n = 360,000). AID 743238;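 active = mean normalized replicate activation at least 10% and every replicate at or above 10%; inconclusive = only one of the two criteria met; inactive = mean below 10% and not all replicates reach 10%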;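 note: 0% = median of on-plate neutral control wells and 100% = ellipticine 6 µM median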
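System: SV40-immortalized XiGFP fibroblast cells, line 68-5-11 / Incubation: 3-day compound exposure, then 15 min fixation at room temperature / Compound: single concentration per compound, delivered by pin transfer / Buffer or medium: DMEM plus 5-aza-dC sensitizer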
RAD54 inh = blocks human RAD54 Holliday junction branch migration | AID 602329 | inhibition, % at 10.4 µM | FAM/BHQ fluorescence | Q92698 | actives 0.14% (n = 360,000);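 active = mean normalized replicate activity at least 40 and at least half of replicates scoring 40 or more; inconclusive = only one of the two criteria met; inactive = mean below 40 and under half of replicates reaching 40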;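 note: 0% = median of neutral control wells and 100% = median of positive control wells; inhibitors cause a drop in the FAM fluorescence signal; in these data hits start at about 50%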
F508del corr = CFTR F508del correction in bronchial cells | CFBE cells, YFP halide quenching; stimulated with forskolin plus potentiator P3; % fluorescence drop versus neutral controls | activity (quench increase), % at 7.58 µM | actives 0.36% (n = 350,000);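 active = mean added fluorescence quench of at least 8% versus neutral control, with both replicates also reaching 8%; inconclusive = only one of the mean or replicate conditions met; inactive = mean below 8% and not both replicates reaching 8%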;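 note: cells transiently co-express mutant CFTR-F508del with the halide-sensitive YFP; corrector assay measuring rescue of mutant channel to the surface after 24 h compound exposure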
RAD52 inh = RAD52 (human) annealing inhibition | P43351 | actives 0.46% (n = 360,000) | AID 651710 | inhibition, % at 18.7 µM | recombinant RAD52 DNA annealing, FRET fluorescence;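 active = every replicate showing at least 50% inhibition; inconclusive = mean inhibition at least 50% but not in every replicate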
Target sequence (P43351 whole entry, looked up): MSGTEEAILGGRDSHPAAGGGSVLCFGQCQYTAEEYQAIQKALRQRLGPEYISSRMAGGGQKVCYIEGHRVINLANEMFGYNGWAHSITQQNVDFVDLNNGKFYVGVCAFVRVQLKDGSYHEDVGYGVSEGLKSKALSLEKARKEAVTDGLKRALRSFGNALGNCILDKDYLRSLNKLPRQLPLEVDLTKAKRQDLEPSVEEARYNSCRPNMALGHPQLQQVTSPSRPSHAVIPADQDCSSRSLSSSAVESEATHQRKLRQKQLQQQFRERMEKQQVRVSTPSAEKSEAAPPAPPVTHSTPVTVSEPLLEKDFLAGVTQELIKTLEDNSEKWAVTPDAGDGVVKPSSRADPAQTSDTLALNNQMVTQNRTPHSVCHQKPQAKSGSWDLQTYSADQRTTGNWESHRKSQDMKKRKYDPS
DENV2 CPE = DENV2-induced cell death inhibition | DENV2-infected cells, cytopathic effect rescue, plate reader | CPE inhibition, % at 9.99 µM | actives 1.7% (n = 350,000) | AID 651640; in the data active = CPE inhibition above about 20%, passing the limit was not always enough; inconclusive = no clear call, values can overlap the other calls; tested in BHK-21 cells;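 note: 0% = median of neutral control wells and 100% = median of positive control wells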
* = called active by the depositor.

NC(=O)NCC#Cc1ccc2c(c1)[C@]1(C(=O)N2)[C@H](c2ccc(O)cc2)N2[C@H](c3ccccc3)[C@H](c3ccccc3)OC(=O)[C@H]2[C@@H]1C(N)=O was read as CASP6 VEID inh -1, F508del corr 2.4, RAD52 inh 21 and DENV2 CPE -3.
Screening COC(=O)C[C@H]1C=C[C@H](NS(=O)(=O)c2ccccc2F)[C@@H](CO)O1 returned E-sel inducer -0.3, CASP6 VEID inh 0, INS-1E GSIS act 7, Xi reactivation -0.3, RAD54 inh -9, F508del corr -1.2, RAD52 inh 3 and DENV2 CPE -12.
Screening COc1ccccc1CN1CC(C(=O)NCCc2ccccc2Cl)CCC1=O (centres undefined) returned CASP6 VEID inh 8, INS-1E GSIS act 19, Xi reactivation 0.2, RAD54 inh -9, F508del corr 2.6, RAD52 inh -16 and DENV2 CPE -2.
For Cn1c(=O)c2c(SCC(=O)Nc3cccc(F)c3)nc(-c3ccco3)nc2n(C)c1=O the results were E-sel inducer -0.2, CASP6 VEID inh 2, INS-1E GSIS act 19, Xi reactivation 0.1, RAD54 inh 1, F508del corr -0.9, RAD52 inh -1 and DENV2 CPE inconclusive.
Screening C[C@H]1CN([C@@H](C)CO)C(=O)c2cccc(NC(=O)c3nc4ccccc4s3)c2O[C@@H]1CN(C)CC1CC1 returned E-sel inducer 0.6, CASP6 VEID inh -2, INS-1E GSIS act -11, Xi reactivation 0.2, RAD54 inh -2, F508del corr 1.8, RAD52 inh 7 and DENV2 CPE -2.
For Cn1ncc([N+](=O)[O-])c1C(=O)Nc1ccccc1C#N the results were CASP6 VEID inh -1, INS-1E GSIS act -9, Xi reactivation 0.4, RAD54 inh 5, F508del corr -0.6, RAD52 inh -37 and DENV2 CPE inconclusive.
Screening Cc1ccc(N2CC(=O)Nc3c(oc4nc(-c5ccccc5)cc(C)c34)C2=O)cc1 returned CASP6 VEID inh 1, INS-1E GSIS act 11, Xi reactivation 0.2, F508del corr 0.0, RAD52 inh -6 and DENV2 CPE 2.
For CCOC(=O)C1=C(C)Nc2nc(SCc3cccnc3)nn2C1c1ccc(OC)cc1 (centres undefined) the results were E-sel inducer 0.0, CASP6 VEID inh 1, INS-1E GSIS act 6, Xi reactivation 0.1, RAD54 inh -5, F508del corr -2.3, RAD52 inh -10 and DENV2 CPE -2.
Screening O=C(NCc1ccco1)C12CN(Cc3ccccc3)CC1C(c1cccc([N+](=O)[O-])c1)=NO2 (centres undefined) returned E-sel inducer -0.5, CASP6 VEID inh 2, INS-1E GSIS act -10, Xi reactivation 0.2, RAD54 inh -4, F508del corr 3.2 and RAD52 inh -22.
COc1ccc(-c2c(C#N)c(N)n(N)c(=O)c2C#N)cc1Cl was read as E-sel inducer -0.1, CASP6 VEID inh 9, INS-1E GSIS act 11, Xi reactivation 0.0, F508del corr 0.3, RAD52 inh -20 and DENV2 CPE 4.

For reference, part of the list above:
Screening O=C(NCc1ccco1)C12CN(Cc3ccccc3)CC1C(c1cccc([N+](=O)[O-])c1)=NO2 (centres undefined) returned E-sel inducer -0.5, CASP6 VEID inh 2, INS-1E GSIS act -10, Xi reactivation 0.2, RAD54 inh -4, F508del corr 3.2 and RAD52 inh -22.
COc1ccc(-c2c(C#N)c(N)n(N)c(=O)c2C#N)cc1Cl was read as E-sel inducer -0.1, CASP6 VEID inh 9, INS-1E GSIS act 11, Xi reactivation 0.0, F508del corr 0.3, RAD52 inh -20 and DENV2 CPE 4.

(more compounds)
For C[C@H]1CN([C@@H](C)CO)C(=O)c2cc(-c3ccncc3)cnc2O[C@@H]1CN(C)C(=O)C1CCCCC1 the results were E-sel inducer 0.0, CASP6 VEID inh -1, INS-1E GSIS act 6, Xi reactivation -0.4, RAD54 inh -2, F508del corr -1.5, RAD52 inh -3 and DENV2 CPE 19.
Screening Nc1nc(SCc2ccccc2)cc(SCc2ccccc2)n1 returned CASP6 VEID inh -3, Xi reactivation 0.1, RAD54 inh 10, RAD52 inh -1 and DENV2 CPE 4.
CC=Cc1ccc2n(c1=O)C[C@@H]1[C@@H](CO)[C@H](C(=O)NCCC)[C@H]2N1C(=O)c1ccncc1 (mixture of isomers) was read as E-sel inducer 0.2, CASP6 VEID inh 4, INS-1E GSIS act 9, Xi reactivation 0.3, F508del corr 0.7, RAD52 inh 6 and DENV2 CPE inconclusive.
`N#Cc1ccc(NC(=O)Cn2cnc(S(=O)(=O)N3CCc4ccccc43)c2)cc1` gave E-sel inducer 0.4, CASP6 VEID inh 5, INS-1E GSIS act -29, Xi reactivation 0.0, RAD54 inh -9, F508del corr 1.5, RAD52 inh -10 and DENV2 CPE -8.
`CCOc1cc(/C=C(\C(=O)O)c2ccc(S(=O)(=O)N3CCCC3)s2)ccc1OC` gave E-sel inducer -0.6, CASP6 VEID inh 2, INS-1E GSIS act 31, Xi reactivation 0.1, RAD54 inh -3, F508del corr -0.1, RAD52 inh -36 and DENV2 CPE -4.
For N=C1C(c2ccccc2)=C(O)CN1c1cccc(S(N)(=O)=O)c1 the results were CASP6 VEID inh 1, INS-1E GSIS act 5, Xi reactivation 0.2, RAD54 inh 1, F508del corr -1.0, RAD52 inh -6 and DENV2 CPE -2.
For CN(C)CCNc1ccc(Cl)cc1[N+](=O)[O-] the results were CASP6 VEID inh 0, Xi reactivation -0.1, RAD52 inh -2 and DENV2 CPE 4.
`CCCc1nc2ccc(Br)cn2c1Cc1cccc(Cl)c1` gave E-sel inducer -0.1, CASP6 VEID inh 1, INS-1E GSIS act 10, Xi reactivation -0.1, RAD54 inh -5, F508del corr 0.6, RAD52 inh -26 and DENV2 CPE inconclusive.
CCCOc1ccc(F)cc1-c1cc(C(=O)NC(C)C)[nH]n1 was read as E-sel inducer 0.1, CASP6 VEID inh 1, INS-1E GSIS act 0, Xi reactivation 0.2, RAD54 inh -6, F508del corr 0.4, RAD52 inh -3 and DENV2 CPE -1.
Screening CC(CCc1ccccc1)NC(=O)CN1CCOc2ccccc21 (centres undefined) returned E-sel inducer -0.2, CASP6 VEID inh 1, INS-1E GSIS act -13, Xi reactivation 0.3, RAD54 inh -6, F508del corr -1.7, RAD52 inh -15 and DENV2 CPE -7.
For C[C@H](NC(=O)N(C)C[C@@H]1OCc2ccccc2-c2ccccc2C(=O)N([C@@H](C)CO)C[C@@H]1C)c1ccccc1 the results were E-sel inducer 0.3, CASP6 VEID inh 2, INS-1E GSIS act 5, Xi reactivation 0.6, RAD54 inh -4, F508del corr -0.7, RAD52 inh -2 and DENV2 CPE -3.
`Cc1ccc(S(=O)(=O)N[C@@H]2C=C[C@@H](CC(=O)NCCc3ccncc3)O[C@@H]2CO)cc1` gave E-sel inducer 0.1, CASP6 VEID inh 0, INS-1E GSIS act 5, Xi reactivation -0.3, RAD54 inh 0, F508del corr 0.5, RAD52 inh -12 and DENV2 CPE 3.
For COc1ccc(N2CCN(C(=O)COC(=O)CNC(=O)c3ccccc3)CC2)cc1 the results were E-sel inducer -0.3, CASP6 VEID inh 1, INS-1E GSIS act -5, Xi reactivation 0.1, RAD54 inh -3, F508del corr -0.5, RAD52 inh -7 and DENV2 CPE 0.
For O=C(Nc1nnc(S(=O)(=O)N2CCOCC2)s1)c1ccc(Cl)cc1 the results were E-sel inducer 0.0, CASP6 VEID inh 0, INS-1E GSIS act 0, Xi reactivation 0.1, RAD54 inh 2, F508del corr 2.0, RAD52 inh -4 and DENV2 CPE 6.
Screening CSCCCNC(=S)N1CCN(S(=O)(=O)c2cccc(C(F)(F)F)c2)CC1 returned CASP6 VEID inh 0, INS-1E GSIS act -44, Xi reactivation -0.1, RAD54 inh -7, F508del corr 1.7 and RAD52 inh -6.
`Cc1cc(C(=O)COC(=O)c2ccc[nH]c2=O)c(C)n1CCc1ccc(F)cc1` gave E-sel inducer 4.3, CASP6 VEID inh 0, INS-1E GSIS act 8, Xi reactivation 0.0, F508del corr -1.0, RAD52 inh -26 and DENV2 CPE -2.
Screening CCn1c(=O)n(CC)c2cc(N3CCCC3)c(NC(=O)c3ccccc3C)cc21 returned CASP6 VEID inh 0, INS-1E GSIS act 31, Xi reactivation 0.1, RAD54 inh 8, F508del corr -0.8, RAD52 inh -12 and DENV2 CPE -1.
Screening O=C1c2ccccc2C(=O)N1CC(=O)N1c2ccccc2Sc2ccccc21 returned CASP6 VEID inh 9, INS-1E GSIS act -10, RAD54 inh 2, F508del corr -1.0, RAD52 inh -2 and DENV2 CPE 1.
C[C@@H]1C(c2cccc(Cl)c2)=NN(c2ccccc2)[C@H]1C(=O)N1CCOC1=O was read as CASP6 VEID inh -4, INS-1E GSIS act -10, Xi reactivation 0.2, RAD54 inh 11, F508del corr -2.8, RAD52 inh -7 and DENV2 CPE -1.
O=C(c1ccccc1F)N1CC(=O)N2[C@@H](CO)[C@@H](c3ccc(C#Cc4ccccc4)cc3)[C@@H]2C1 was read as E-sel inducer 0.5, CASP6 VEID inh 1, INS-1E GSIS act -20, Xi reactivation 0.0, F508del corr 1.1, RAD52 inh -7 and DENV2 CPE 5.
`Cc1cc2nc(Cl)c(Cl)nc2cc1C` gave CASP6 VEID inh 0, INS-1E GSIS act 3, Xi reactivation -0.1, F508del corr -0.2, RAD52 inh -8 and DENV2 CPE 0.
`COc1ccc(N=Nc2ccc(N)nc2N)cc1` gave E-sel inducer 0.3, CASP6 VEID inh 3, INS-1E GSIS act -11, Xi reactivation 0.0, RAD54 inh 15, F508del corr 2.6, RAD52 inh 5 and DENV2 CPE 8.
Screening COCC(=O)N1[C@@H](C#N)[C@H](c2ccc(C#Cc3ccccc3F)cc2)[C@@H]1CO returned E-sel inducer 0.0, CASP6 VEID inh 3, INS-1E GSIS act -3, Xi reactivation 0.1, RAD54 inh -12, F508del corr -1.9, RAD52 inh -23 and DENV2 CPE -13.
O=C(NC1Cc2ccccc2C1)[C@H]1[C@H](CO)[C@H]2Cn3c(ccc(C4=CCCCC4)c3=O)[C@H]2N1CC1CC1 was read as E-sel inducer -0.7, CASP6 VEID inh 1, INS-1E GSIS act -7, Xi reactivation 0.4, F508del corr -0.2, RAD52 inh -12 and DENV2 CPE 39*.
Screening Cc1ccccc1C(=O)NC(=S)NCCC1=CCCCC1 returned CASP6 VEID inh 1, INS-1E GSIS act -4, Xi reactivation 0.0, F508del corr 2.6, RAD52 inh -3 and DENV2 CPE -5.
CCN1CCN(C(=O)CCCn2c(C)c3cnn(-c4ccccc4)c(=O)c3c2C)CC1 was read as E-sel inducer 0.0, CASP6 VEID inh -13, INS-1E GSIS act 6, Xi reactivation -0.3, RAD54 inh -1, F508del corr 0.2, RAD52 inh -8 and DENV2 CPE 4.
Screening CCCNC(=O)NC[C@H]1[C@H](c2ccc(C3=CCCCC3)cc2)[C@H](CO)N1C(C)=O returned E-sel inducer 0.1, CASP6 VEID inh -1, INS-1E GSIS act -18, Xi reactivation 0.0, RAD54 inh -2, F508del corr 2.5, RAD52 inh -46 and DENV2 CPE -1.
For Cc1ccc(NC(=O)C(=O)Nc2ccc(C)cn2)nc1 the results were CASP6 VEID inh -3, INS-1E GSIS act 26, Xi reactivation 0.1, RAD54 inh -5, F508del corr -2.2, RAD52 inh -14 and DENV2 CPE -6.

Screening results deposited in PubChem by Broad Institute.
